p47phox inh: p47phox/p22phox peptide binding inhibitors, primary screen, biochemical, uHTS, NADPH oxidase regulatory subunit | Neutrophil cytosol factor 1 (Homo sapiens), P14598 | fluorescence polarization, 2 h | inhibition, % at 24.7 µM | actives 0.53% (n = 220,000);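 active means inhibition above about 30%, limit read from the data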;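 further: 0% = p47phox with labelled peptide and 100% = labelled peptide alone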
Target sequence (P14598 whole entry, looked up): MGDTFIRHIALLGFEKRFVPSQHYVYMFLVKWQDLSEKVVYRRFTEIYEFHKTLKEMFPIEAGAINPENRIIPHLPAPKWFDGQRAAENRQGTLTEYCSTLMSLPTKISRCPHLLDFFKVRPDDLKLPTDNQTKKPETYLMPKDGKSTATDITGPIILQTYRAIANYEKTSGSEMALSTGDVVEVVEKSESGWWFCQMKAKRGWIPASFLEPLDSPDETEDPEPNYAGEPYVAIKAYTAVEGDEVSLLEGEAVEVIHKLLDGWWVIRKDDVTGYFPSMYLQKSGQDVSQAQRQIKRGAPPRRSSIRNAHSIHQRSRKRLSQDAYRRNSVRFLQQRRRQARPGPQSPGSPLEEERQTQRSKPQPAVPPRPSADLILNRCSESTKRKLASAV
EBV gp42 inh: Epstein-Barr virus gp42 inhibitors, primary screen, biochemical, uHTS, fluorescence polarization; Glycoprotein 42 (Epstein-Barr virus (strain AG876)), Q1HVG2; Fluorescence polarization binding assay, mP read-out; inhibition, % (tested at 21.74 µM); actives 0.42% (n = 220,000); AID 1085, 2008; in the data active means inhibition above about 50%
MDM2 E3 inh: MDM2-luciferase reporter signal enhancers, primary screen, MDM2 E3 ligase inhibitor project, cell-based, luminescence, 1536-well | cell-based MDM2 ubiquitination luciferase reporter, 2 h; 0 = plate control, 100 = twice control, blank-subtracted | signal enhancement, % at 5 µM | actives 0.11% (n = 210,000) | E3 ubiquitin-protein ligase Mdm2 (Homo sapiens), Q00987 | AID 1230, 2008;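 active means signal enhancement of 30% or more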;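 further: luminescence tracks abundance of the self-degrading MDM2-luciferase fusion protein; higher signal means inhibition of MDM2 E3 ligase activity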
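Test system: mammalian cells stably expressing self-ubiquitinating, self-degrading MDM2 E3–luciferase fusion; Amount: 2000 cells in each well; Medium: DMEM; Schedule: 4 h settle plus 2 h compound, 37 °C; Technique: SteadyLite luciferase luminescence after 15 min room-temperature reagent incubation; Benchmarks: plate control and blank wells.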
TNF necrop inh: inhibitors of TNF-alpha triggered necroptosis, primary screen, cell-based, Jurkat FADD-/-, single concentration. AID 463075, 2010. activation (protection from cell death), % at 10 µM. Jurkat FADD-/- TNF necroptosis rescue, ATP luminescence, 24 h; 0 = TNF only, 100 = no-TNF cells. actives 0.068% (n = 220,000);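 active means activation, meaning protection from cell death, of at least 50% relative to plate controls; inactive means activation below 50%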;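 further: necroptosis triggered by 40 ng/mL TNF-alpha added together with compound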
TRPN1 ag: zebrafish TRPN1 channel agonists, primary screen, cell-based, HEK293, calcium fluorescence. HEK293 zebrafish TRPN1-YFP, Fluo-8 calcium fluorescence; 100% = response to 87 µM carbachol. activation, % at 3 µM. actives 0.18% (n = 220,000);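 active means activation above its plate's cutoff, the mean activation of test wells on that plate plus 3 SD, cut at about 19% in these data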;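 further: 0% = DMSO alone and 100% = 87 µM carbachol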
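System: zebrafish TRPN1-YFP in HEK293 cells / Dosing: 3 µM single point / Timing: dye loading 1 h at 37 °C, then 30 min room temperature / Signal: Fluo-8 calcium fluorescence, excitation 470-495 nm, emission 515-575 nm / Read-out basis: percent activation from peak over basal fluorescence ratio, control-normalized / Control set: high carbachol 87 µM, low DMSO alone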
CHOP inhibitor: inhibitors of CHOP promoter induction, primary screen, cell-based, unfolded protein response, luciferase reporter; CHO-K1 CHOP-promoter luciferase, tunicamycin-induced, 15-18 h; inhibition, % at 10 µM; actives 3.8% (n = 220,000); AID 2732, 2010;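 active means compounds that reduced the stress-induced luciferase reporter signal by more than about 70% of percent inhibition, limit read from the data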;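 further: 0% = tunicamycin plus vehicle and 100% = wells without tunicamycin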
PPC-1+TRAIL kill: compounds killing PPC-1 cancer cells with TRAIL present, primary screen, TRAIL potentiator project, ATPLite luminescence, uHTS; AID 1443, 2008; actives 0.41% (n = 220,000); PPC-1 cells + TRAIL, ATPLite viability luminescence; cell killing (% activity), % at 4 µM;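 active means cell killing above 50% in the first pass at 4 µM, then a duplicate retest at 5 µM averaging 50% or more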;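 further: plate controls were cells with TRAIL plus DMSO for no effect and medium-only wells lacking cells for full effect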
Runt-SMMHC FRET: inhibitors of RUNX1 Runt–CBFb-SMMHC binding, primary screen, biochemical, FRET, Cerulean-Runt, Venus-CBFb-SMMHC, uHTS | Cerulean-Runt/Venus-CBFb-SMMHC FRET ratio 530/480, 1 h | inhibition, % at 20 µM | actives 0.74% (n = 220,000) | AID 1434, 2008;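 active means mean inhibition across duplicate retests at 20 µM reaching about 50%, limit read from the data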;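 further: 0% = DMSO wells and 100% = wells with excess untagged CBFb-SMMHC; inhibitors lower the FRET ratio by blocking Runt binding to CBFb-SMMHC; some results filed as inactive read as strong as hits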
TRPML3 ag: human TRPML3 channel agonists, primary screen, cell-based, HEK293 TRPML3-YFP, Fluo-8 calcium fluorescence, 3 µM; Mucolipin-3 (Homo sapiens), Q8TDD5; 100% = the carbachol control signal; activation, % at 3 µM; actives 0.29% (n = 220,000);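 active means activation above its plate's cutoff, the mean activation of the plate's test wells plus 3 SD, cut at about 12% in these data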;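 further: 0% = DMSO only wells and 100% = carbachol wells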
Target sequence (Q8TDD5 whole entry, looked up): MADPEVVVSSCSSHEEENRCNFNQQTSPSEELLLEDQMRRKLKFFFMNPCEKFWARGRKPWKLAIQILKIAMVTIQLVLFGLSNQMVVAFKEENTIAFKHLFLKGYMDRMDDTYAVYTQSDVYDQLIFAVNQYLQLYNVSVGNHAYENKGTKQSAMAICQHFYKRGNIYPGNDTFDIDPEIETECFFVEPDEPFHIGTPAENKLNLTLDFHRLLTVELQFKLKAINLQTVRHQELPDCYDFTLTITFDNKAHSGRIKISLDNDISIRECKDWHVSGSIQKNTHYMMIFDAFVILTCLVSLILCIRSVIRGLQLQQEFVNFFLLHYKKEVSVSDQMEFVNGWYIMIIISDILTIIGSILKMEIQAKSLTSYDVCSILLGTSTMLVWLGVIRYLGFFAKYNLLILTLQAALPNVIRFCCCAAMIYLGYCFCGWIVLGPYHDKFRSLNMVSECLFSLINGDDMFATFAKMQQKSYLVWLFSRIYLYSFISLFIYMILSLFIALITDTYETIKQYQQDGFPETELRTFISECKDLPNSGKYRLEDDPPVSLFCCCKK
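Test system – HEK293 line with stable expression of human TRPML3-YFP channel · Control set – carbachol 87 µM final as high control (100%), DMSO as low control (0%) · Signal – Fluo-8 calcium dye fluorescence, ex 470-495, em 515-575 nm · Incubation – 1-h 37 °C dye load, 5-s basal, 120-s post-compound reads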
* marks the source's active call; other numbers are inactive results; . = no result given; [ ] = remark or other dose.

Each structure is followed by: Runt-SMMHC FRET	CHOP inhibitor	MDM2 E3 inh	PPC-1+TRAIL kill	p47phox inh	EBV gp42 inh	TRPML3 ag	TRPN1 ag	TNF necrop inh
> O=C(Nc1ccccc1F)NC1CCN(Cc2nnnn2Cc2ccc(F)cc2)CC1
→ 3	-14	-34	10	-16	-11	-0.8	0.6	0.5
> Cc1c(-c2ccccc2)[n+](=O)c2c(n1[O-])CCCC2
→ -2	7	-10	3	0	-14	0.8	-0.1	0.6
> Clc1ccc(Oc2nc(N3CCOCC3)nc(N3CCOCC3)n2)cc1
→ 1	17	20	13	-8	-18	1.4	1.3	1.5
> COc1ccc(N=Nc2nc3cc(Br)c(Br)cc3n2C)c(OC)c1
→ -179	27	-2	0	2	118*	20*	25*	1.7
> COc1ccc(CCNC(=O)c2ccc3c(c2)NC(=O)C(N2CCOCC2)S3)cc1OC (centres undefined)
→ 4	6	-6	16	-15	-36	1.1	1.2	-2.6
> CCC(=O)Nc1ccc2c(c1)nc1n2CCN(C2CCCCC2)C1
→ .	39	1	.	5	15	0.8	2.0	1.6
> O=C(Cn1cnc2c(cnn2-c2ccccc2)c1=O)Nc1cc(S(=O)(=O)N2CCOCC2)ccc1Cl
→ 1	29	-8	36	-58	-1	-0.4	1.6	-0.6
> O=C(NCCCN1CCc2ccccc2C1)C1CCN(S(=O)(=O)N2CCCC2)CC1
→ -3	9	-5	0	-4	13	-0.1	1.2	1.0
> CN(C)C(=O)c1c2c(nc3ccccc13)CCCC2
→ -2	8	-5	22	3	-7	-0.1	0.3	1.0
> CN(C)c1cc(Nc2ccc(O)cc2)c([N+](=O)[O-])c2nonc12
→ -1	5	6	0	4	1	0.2	1.3	1.1
> COC(=O)c1cc(NC(=O)c2cccs2)ccc1N1CCOCC1
→ .	30	-6	.	4	1	0.7	1.8	0.9
> CCc1ccc(NC(=S)N2CCCC(C(F)(F)F)C2)cc1 (centres undefined)
→ 4	30	-6	6	-12	4	0.9	1.2	0.2
> Cc1cccc(OCC(=O)Nc2ccc(S(=O)(=O)N3CCN(C)CC3)cc2)c1
→ 0	15	-7	-15	12	-12	0.8	0.3	1.5
> COc1cccc(-c2cc(-c3cccnc3)c(C#N)c(N)n2)c1
→ 2	-7	-14	10	-12	-13	-0.6	0.1	0.5
> Cc1ccccc1SCC(=O)OCC(=O)Nc1ccc(N(C)C)cc1
→ 4	-8	-9	7	4	13	-0.6	-0.6	0.2
> Cc1c(C(=O)C(=O)N2CCN(C)CC2)c2ccccc2n1C
→ 2	-10	1	1	6	-2	0.4	0.2	0.7
> O=C(CSc1ccc2ccccc2c1)NCCCN1CCCC1=O
→ -3	14	1	-5	4	-14	0.1	0.5	-0.7
> COc1ccc(C(=O)OCN2C(=O)c3ccccc3C2=O)cc1
→ -6	2	-11	9	3	-1	0.6	-0.7	0.9
> CC1Cc2ccccc2N1S(=O)(=O)c1cnc(Cl)c(Cl)c1 (centres undefined)
→ -3	-35	-9	50[5 µM]	-2	9	1.0	-2.2	0.5
> COc1cccc(/C=C/C(=C2/C(=O)N(c3ccccc3)N=C2C)c2ccc(C)cc2)c1OC
→ -2	15	-7	12	8	-6	1.1	-0.6	0.6
> COc1ccc(NC(=O)/C(C#N)=C/c2ncc([N+](=O)[O-])n2C)c(OC)c1
→ 2	-37	-4	7	7	2	1.7	2.5	-10
> COc1ccc(C2(C(N)=O)CCCCC2)cc1OC
→ -1	-12	.	0	-7	-26	0.5	0.9	0.2
> Cc1ccc(S(=O)(=O)N2CCOCC2)cc1NC(=O)CNCC1CCCCC1
→ 3	25	3	-1	-2	13	0.9	2.0	1.6
> COc1ccc(-c2nnc(SCCC(=O)O)n2-c2ccccc2)cc1OC
→ -4	-29	-6	-2	3	-1	0.8	-0.2	0.6
> O=C1C(=O)N(Cc2cccnc2)C(c2ccccn2)/C1=C(/O)c1ccccc1 (centres undefined)
→ -1	-10	-11	3	-2	6	-0.5	-0.7	0.1
> Cc1ccc(-c2noc(CSc3nnc(Cc4ccccc4)n3-c3cccc(C)c3)n2)cc1
→ -6	34	-14	29	-5	-4	0.0	-1.4	-0.8
> S=C(Nc1ccccc1Cl)Nc1ccc(Cl)cc1Cl
→ 1	1	27	15	-10	-10	-0.1	0.6	-5.9
> CCc1ccccc1NC(=O)N1CCCC(CCC(=O)N(C)CCc2ccccn2)C1 (centres undefined)
→ -2	5	-4	14	-12	-18	-0.1	0.2	0.4
> Cc1cccn2c(N)c(-c3ccccc3)nc12
→ .	-5	-16	.	-35	11	-0.3	0.2	-5.3
> COc1ccc(S(=O)(=O)Nc2ccccc2OC)cc1NC(=O)c1cc2ccccc2oc1=O
→ -8	3	-17	3	7	0	0.1	-0.5	2.2
> O=C(Nc1cccnc1)c1ccc(Cl)cc1[N+](=O)[O-]
→ 3	-22	-10	4	-1	-1	-0.3	0.3	-0.6
> O=C(CSc1nnc(C2CC2)n1Cc1ccccc1)Nc1cccnc1Cl
→ -1	5	-3	10	3	-13	0.8	-0.7	0.8
> CC1=CC2=NC(=O)/C(=C\c3cc(C)n(-c4cccc(Cl)c4)c3C)C(=N)N2O1
→ -7	52	.	13	-42	7	0.8	0.1	1.4
> O=C(OCCCN=C1NS(=O)(=O)c2ccccc21)c1ccc(F)cc1
→ 1	29	-2	-10	-1	-9	0.6	0.4	1.5
> O=C(c1ccc(-c2ccccc2)cc1)c1ccc([N+](=O)[O-])cc1
→ -3	-9	-15	11	-18	-16	-0.6	-0.2	-1.8
> Cc1ccc(C2(C)NC(=O)N(CC(=O)Nc3ccc(-c4nc5ccc(C)cc5s4)cc3)C2=O)cc1 (centres undefined)
→ 2	73*	.	0	-54	-34	1.0	2.6	-5.2
> Cc1cccc(CN2C(=O)CCSc3ccc(Cl)cc32)c1
→ 2	54	-3	15	-11	-4	-1.2	-1.9	-0.5
> COc1ccc(/C=N/OCC(=O)N2CC3(C)CC2CC(C)(C)C3)cc1 (centres undefined)
→ 0	33	2	-9	2	-5	-0.5	1.5	-1.0
> O=C(COC(=O)CCCc1nc2ccccc2s1)Nc1ncc(Cl)cc1Cl
→ 2	12	-19	6	-4	16	0.0	0.6	0.4
> CSc1ccc(/C=N/NC(=O)c2ccccc2Cl)cc1
→ -1	-19	.	8	-13	-8	-0.2	-0.8	-5.7
> C=CCn1c(-c2cccc3ccccc23)n[nH]c1=S
→ 16	-21	-5	18	-12	-30	-0.6	-1.7	-1.2
> CCCC1(CCC)NC(=O)NC1=O
→ 3	-28	-16	8	4	-20	0.9	-0.6	-0.8
> O=c1c(-c2ccc(O)cc2)coc2cc(OC3OC(CO)C(O)C(O)C3O)cc(O)c12 (centres undefined)
→ 0	-14	.	29	-7	-4	0.5	0.0	0.8
> C/C(=N\NC(=O)CNc1ccc(F)cc1)c1cc2ccccc2o1
→ 3	43	-12	10	-11	-6	0.1	0.3	2.3
> COc1ccc(C(=O)C2CCCN(Cc3ccc(Sc4nncn4C)o3)C2)cc1F (centres undefined)
→ 3	11	-9	5	-2	-7	0.6	-0.6	0.8
> COc1ccccc1NC(=O)c1ccc2nc(-c3ccccc3)c(-c3ccccc3)nc2c1
→ -8	3	0	-17	13	-12	0.4	-1.2	-4.2
> CN(C)CCCN(C(=O)COc1ccccc1)c1nc2ccc(Cl)cc2s1
→ 1	0	-8	9	-1	4	1.0	1.1	1.2
> COc1ccccc1OCc1nc(C#N)c(N2CCCC2)o1
→ 3	-15	-9	6	-3	6	0.2	-1.2	0.2
> O=C(COC(=O)C1(c2ccccc2F)CCCC1)Nc1ncc(C(F)(F)F)cc1Cl
→ -3	7	0	-5	-22	-16	0.8	-1.2	2.1
> CC(=O)c1cccc(NC(=O)C2CCCN2S(=O)(=O)c2cccc3nsnc23)c1 (centres undefined)
→ -2	-10	-10	17	-12	-10	0.6	-0.1	1.5
> CCCN(Cc1ccc(N(C)C)cc1)CC1CC1
→ 0	1	-2	-16	-5	-20	1.4	0.2	0.8
> COc1ccccc1-c1c(C)nn2c(N3CCC4(CC3)OCCO4)cc(C)nc12
→ 2	30	3	26	0	-11	0.1	-1.5	0.6
> CC(=NC1CCCC1)c1c(C)[nH]n(-c2nc3ccccc3s2)c1=O
→ 2	30	-32	29	-20	-59	-0.6	-0.8	-4.1
> Nc1cc(=O)n(Cc2ccccc2)c(=O)n1-c1ccc(Cl)cc1
→ -7	-3	-10	10	-7	8	0.7	0.6	1.2
> CC(=O)N1CCC(O)(c2cccc(C(F)(F)F)c2)CC1
→ 3	3	-3	0	-17	-13	0.7	1.1	0.6
> Cc1ccc(NC(=O)NC2CCCCC2)cc1Cl
→ 2	31	0	20	-7	-2	1.6	-0.5	6.9
> COc1ccc(/C=C2\CCc3ccccc3C2=O)cc1OC
→ -10	-6	-13	4	-13	-6	-0.2	-0.8	-8.6
> O=C(NC1CCCC1)C(c1ccc(N2CCOCC2)cc1)N(C(=O)c1ccco1)c1ccccc1F (centres undefined)
→ 0	-9	-25	-8	-5	-3	0.1	-0.2	0.1
> CCC(=O)Oc1ccc(C(=O)Nc2ccccc2C(=O)NCC(C)C)cc1
→ 1	32	-31	-1	-2	-3	-0.5	-0.4	0.4
> O=C(COC(=O)c1cc(S(=O)(=O)N2CCOCC2)ccc1O)NCCc1ccccc1
→ 0	-10	-12	-6	-8	-9	-0.1	0.4	1.0
> CCCC(C)C(=O)Nc1cc([N+](=O)[O-])ccc1Cl (centres undefined)
→ 4	12	-13	20	-2	-11	0.3	-1.1	3.5
> Cc1ccc2[nH]c(=O)c(CN(CC3CCCO3)C(=O)c3ccncc3)cc2c1 (centres undefined)
→ 4	-10	.	5	-13	-16	-0.4	0.8	-0.2
> COC(=O)c1c(NC(=O)c2c(Cl)cnn2C)sc(C)c1C
→ -5	55	-8	12	-26	-9	0.4	0.8	-0.7

Bioassay records as filed in PubChem.
